High-throughput results (PubChem BioAssay)
MsrA inh: inhibitors of bovine MsrA | purified bovine MsrA, absorbance read-out | inhibition, % at 15.5 µM | hit rate 0.75% among 360,000; in the data active = inhibition above about 4.5%;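 also: 0% = vehicle wells with enzyme and 100% = reference inhibitor wells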
MT1-MMP act inh: MT1-MMP (human) activation inhibition. P50281. HT1080 RFP-PRO-GFP cells, GFP/RFP ratio fluorescence, overnight; percent of plate control window, DMSO zero. GFP/RFP ratio change, % at 20 µM. hit rate 0.061% among 360,000;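 active = GFP/RFP ratio change of at least 30% with cell ATP level not reduced by more than half and red fluorescence within 50% of control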; also: strong numbers were not always called active
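Material – HT1080 RFP-PRO-GFP cells · Control set – DMSO wells and RFP-L50D-GFP cells · Incubation – overnight cell settling, then overnight compound exposure, 37 °C, 5% CO2 · Compound dosing – single-point 20 µM compound, 1% DMSO · Read-out – GFP/RFP fluorescence ratio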
CendR NRP1 mod: alters CendR peptide binding to human NRP-1 | O14786 | FAM-RPARPAR peptide binding to NRP-1, fluorescence polarization | inhibition, % at 25 µM | hit rate 0.85% among 360,000 | AID 602438;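 active = inhibition or corrected inhibition above about 18%, plus a signal ratio from 0.5 to 1.5, limit read from the data, passing the limit was not always enough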; also: strong numbers were not always called active
MLLE-PAM2 inh: blocks PAM2 peptide binding to the PABP1 MLLE domain; P11940; GST-MLLE / FITC-PAM2 fluorescence polarization; inhibition, % at 20 µM; hit rate 0.36% among 360,000; AID 588489; in the data active = inhibition above about 35%, passing the limit was not always enough;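 also: plate controls were DMSO wells with GST-MLLE for no effect and wells lacking GST-MLLE protein for full effect; some results filed as inactive read as strong as hits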
eLon inh: inhibits E. coli Lon protease; P0A9M0; purified E. coli Lon protease, fluorescence polarization; inhibition, % at 7.94 µM; AID 602123; hit rate 0.42% among 360,000; in the data active = inhibition above about 13%, passing the limit was not always enough;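 also: 0% = enzyme with probe and DMSO and 100% = no enzyme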
FAS TE block: FAS thioesterase (human) inhibition. P49327. recombinant FAS-TE, OMFH fluorogenic substrate, fluorescence endpoint. inhibition, % at 15 µM. hit rate 0.67% among 360,000;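 active = compounds whose normalised, plate-corrected inhibition of enzyme fluorescence in the single-dose primary screen is 50% or more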;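 also: 0% = DMSO with enzyme and 100% = substrate without enzyme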
Target sequence (P49327 whole entry, looked up): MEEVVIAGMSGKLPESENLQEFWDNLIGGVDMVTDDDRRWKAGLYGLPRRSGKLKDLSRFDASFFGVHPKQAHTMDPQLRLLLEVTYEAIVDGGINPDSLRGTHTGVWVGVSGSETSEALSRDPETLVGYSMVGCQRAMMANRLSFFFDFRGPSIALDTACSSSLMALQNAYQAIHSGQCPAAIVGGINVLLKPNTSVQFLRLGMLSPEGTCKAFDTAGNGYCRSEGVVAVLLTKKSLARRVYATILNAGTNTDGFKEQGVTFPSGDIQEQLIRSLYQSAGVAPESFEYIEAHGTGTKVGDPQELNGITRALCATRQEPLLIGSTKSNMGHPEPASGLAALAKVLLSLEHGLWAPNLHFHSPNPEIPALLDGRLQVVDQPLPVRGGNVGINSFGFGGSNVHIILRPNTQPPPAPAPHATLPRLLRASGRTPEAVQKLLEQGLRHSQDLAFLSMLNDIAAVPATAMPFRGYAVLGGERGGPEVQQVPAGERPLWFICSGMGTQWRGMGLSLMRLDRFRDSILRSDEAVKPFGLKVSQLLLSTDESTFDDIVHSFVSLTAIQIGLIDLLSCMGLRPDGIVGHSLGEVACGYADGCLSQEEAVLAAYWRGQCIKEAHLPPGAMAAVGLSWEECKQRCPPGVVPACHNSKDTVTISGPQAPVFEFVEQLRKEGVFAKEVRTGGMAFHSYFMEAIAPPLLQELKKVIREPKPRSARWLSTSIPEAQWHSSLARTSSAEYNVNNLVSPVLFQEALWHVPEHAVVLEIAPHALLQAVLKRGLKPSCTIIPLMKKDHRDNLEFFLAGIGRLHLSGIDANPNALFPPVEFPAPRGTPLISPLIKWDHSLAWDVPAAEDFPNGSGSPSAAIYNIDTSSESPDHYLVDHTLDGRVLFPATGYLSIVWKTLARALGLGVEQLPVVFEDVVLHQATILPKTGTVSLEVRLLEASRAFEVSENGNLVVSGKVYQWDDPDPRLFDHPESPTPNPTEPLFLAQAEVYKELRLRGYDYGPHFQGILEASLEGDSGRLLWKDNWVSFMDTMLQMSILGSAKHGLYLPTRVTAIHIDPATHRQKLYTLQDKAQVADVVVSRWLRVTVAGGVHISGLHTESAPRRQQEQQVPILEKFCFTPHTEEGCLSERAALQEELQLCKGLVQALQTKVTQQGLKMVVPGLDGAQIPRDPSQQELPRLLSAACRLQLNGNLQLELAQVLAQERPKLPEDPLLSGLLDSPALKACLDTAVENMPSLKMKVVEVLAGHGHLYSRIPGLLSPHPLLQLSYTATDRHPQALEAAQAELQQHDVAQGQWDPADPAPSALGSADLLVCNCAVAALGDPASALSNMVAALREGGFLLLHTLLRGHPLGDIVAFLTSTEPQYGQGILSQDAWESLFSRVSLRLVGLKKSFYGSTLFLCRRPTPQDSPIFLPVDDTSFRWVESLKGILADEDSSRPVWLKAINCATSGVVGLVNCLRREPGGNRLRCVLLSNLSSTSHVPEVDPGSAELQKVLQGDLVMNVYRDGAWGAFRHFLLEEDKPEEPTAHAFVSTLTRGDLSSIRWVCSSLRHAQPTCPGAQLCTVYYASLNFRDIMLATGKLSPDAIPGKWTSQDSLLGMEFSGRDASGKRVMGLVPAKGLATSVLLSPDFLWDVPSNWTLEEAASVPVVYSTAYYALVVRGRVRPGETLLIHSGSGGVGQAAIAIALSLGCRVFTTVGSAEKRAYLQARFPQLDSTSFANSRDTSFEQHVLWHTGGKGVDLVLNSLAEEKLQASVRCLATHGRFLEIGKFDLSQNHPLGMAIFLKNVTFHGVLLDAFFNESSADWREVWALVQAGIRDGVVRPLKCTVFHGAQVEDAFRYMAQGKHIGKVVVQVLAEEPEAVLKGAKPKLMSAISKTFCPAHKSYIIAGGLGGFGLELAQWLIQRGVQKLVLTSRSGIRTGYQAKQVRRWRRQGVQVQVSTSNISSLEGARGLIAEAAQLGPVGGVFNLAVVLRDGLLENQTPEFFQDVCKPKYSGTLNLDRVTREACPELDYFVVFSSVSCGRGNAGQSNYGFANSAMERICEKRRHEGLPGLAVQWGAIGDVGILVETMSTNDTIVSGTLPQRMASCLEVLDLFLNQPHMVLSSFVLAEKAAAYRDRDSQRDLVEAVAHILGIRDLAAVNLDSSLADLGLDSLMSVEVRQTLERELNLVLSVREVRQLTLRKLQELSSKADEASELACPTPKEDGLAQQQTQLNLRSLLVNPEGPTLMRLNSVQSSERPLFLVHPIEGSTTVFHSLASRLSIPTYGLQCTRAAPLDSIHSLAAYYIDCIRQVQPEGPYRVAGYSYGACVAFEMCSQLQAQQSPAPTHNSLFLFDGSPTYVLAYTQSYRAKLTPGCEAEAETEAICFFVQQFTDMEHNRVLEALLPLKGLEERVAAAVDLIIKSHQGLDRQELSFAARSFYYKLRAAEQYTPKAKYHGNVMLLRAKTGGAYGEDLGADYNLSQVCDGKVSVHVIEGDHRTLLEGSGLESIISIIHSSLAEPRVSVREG
SKN-1 block: blocks SKN-1 activity in C. elegans | C. elegans VP596 Pgst-4::GFP/RFP ratio, acrylamide-induced, 24 h | AID 624304 | hit rate 0.49% among 360,000 | inhibition, % at 21.8 µM;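 active = interference check ratio from 0.5 to 1.5 plus GFP to RFP signal ratio inhibition reaching or exceeding a fixed threshold, cut at about 30% in these data, passing the limit was not always enough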; also: some compounds called inactive have numbers as strong as hits
Tb MetRS inh: Trypanosoma brucei MetRS inhibition; hit rate 0.4% among 360,000; purified T. brucei MetRS, ATP depletion, Kinase-Glo luminescence; inhibition, % at 11.9 µM;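 active = inhibition above a per-plate cutoff of the control wells' mean inhibition plus 3 SD, cut at about 5.5% in these data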;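 also: 0% = DMSO wells median and 100% = median of wells with control inhibitor compound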
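System: purified T. brucei MetRS enzyme / Detection: Kinase-Glo luciferase luminescence reporting remaining unconsumed ATP / Medium: HEPES buffer with MgCl2, KCl, DTT, spermine, BSA, pyrophosphatase / Replication: singlicate, one well per compound / Evaluation: percent inhibition relative to median high and low control wells / Schedule: 2 h aminoacylation at 25 °C after 15 min preincubation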
MsrA act: bovine methionine sulfoxide reductase A activation. hit rate 0.3% among 360,000. purified bovine MsrA, absorbance read-out. activation, % at 10.6 µM; in the data active = activation above about 7.5%;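 also: 0% = vehicle and 100% = reference activator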
Starred values were filed as active, the others as inactive; . = not tested or not shown.

SMILES | MsrA inh | MT1-MMP act inh | CendR NRP1 mod | MLLE-PAM2 inh | eLon inh | FAS TE block | SKN-1 block | Tb MetRS inh | MsrA act
COc1ccccc1C(CNC(=O)C(C)(C)Oc1ccc(Cl)cc1)N1CCCC1 (stereo not drawn) | -0.8 | -1.4 | 6.1 | -2.6 | -7.5 | -1.6 | 19.8 | -0.3 | -1.9
COc1ccc(-c2nc(-c3ccccc3)nc(N3CCN(C)CC3)c2C#N)cc1 | 0.0 | -2.0 | 5.0 | 5.0 | 0.2 | 16.8 | -0.5 | -0.5 | 2.7
Cc1ccc(OCc2nnc(SCC(=O)O)n2-c2ccccc2)cc1 | -0.1 | 0.8 | 15.7 | -57.7 | 1.7 | -4.2 | -15.6 | 0.2 | -2.6
Cc1ccc(C)c(CSc2ncccc2C(=O)O)c1 | -1.4 | 3.2 | 9.0 | 0.1 | -9.5 | -3.1 | 8.9 | 0.0 | -3.6
O=C(CSc1nnc(COc2ccccc2)o1)N1CCOCC1 | 0.9 | 0.7 | 8.7 | -74.5 | 4.4 | -3.3 | -15.7 | -0.9 | -1.3
O=C(CN1C(=O)C(=O)N(C2CCCC2)C1=O)NCCc1ccc(Cl)cc1Cl | -0.3 | -0.2 | 3.3 | 9.3 | -0.5 | -7.2 | 4.2 | -0.3 | -3.4
CCOc1ccc(NC(=O)c2cccs2)c([N+](=O)[O-])c1 | 1.2 | 6.7 | -35.5 | -33.0 | 2.6 | -6.2 | 8.9 | -0.1 | -2.7
CCOC(=O)CNC(=O)CSc1nnc(Cn2cnc3ccccc32)n1C | -0.2 | 2.9 | 1.7 | 0.4 | -1.1 | -7.0 | 16.6 | -0.1 | -2.4
C[C@@H]1CC2[C@@H]3CC[C@H]4CC(=O)CC[C@]4(C)C3=CC[C@]2(C)[C@@]1(O)C(=O)CO (stereo partly drawn) | 1.5 | 2.5 | -0.7 | 3.0 | 4.1 | 2.1 | -6.3 | -0.8 | -3.9
C#CCNC(=O)C1=C[C@H](c2ccc3c(c2)OCO3)[C@@H](CCCO)[C@H](OCC)O1 | 1.4 | -1.5 | -2.4 | 11.4 | -10.5 | -5.2 | 4.5 | -0.1 | 1.0
C/C(=C\c1ccco1)C1C(C#N)=C(N)Oc2n[nH]c(-c3ccccc3)c21 (stereo not drawn) | 0.9 | -10.7 | -12.7 | 3.1 | -5.6 | 3.8 | -10.0 | -0.2 | -1.4
Cc1nc(OCc2ccccc2)c2ccccc2n1 | 1.0 | . | 0.7 | -0.8 | 2.3 | -8.6 | 7.9 | -2.2 | -2.4
COc1cc([N+](=O)[O-])ccc1-c1ccc(/C=N\n2cnnc2)o1 | -0.8 | -14.3 | -43.8 | -7.6 | 4.6 | -38.8 | 48.1 | 0.5 | -1.5
NC(=S)N/N=C/c1cc([N+](=O)[O-])ccc1OCCOc1ccccc1 | 2.2 | -1.5 | 25.4* | -70.8 | -8.9 | -4.1 | 4.2 | 0.7 | -4.1
COc1ccccc1NC(=O)CN1CCCCC1 | 0.8 | 5.5 | -5.0 | -0.6 | -5.3 | -4.0 | 2.5 | -1.4 | -4.3
CC(C)CC1C(=O)N(Cc2cn(Cc3ccco3)nn2)CCS(=O)(=O)N1Cc1ccc(-c2ccc(F)cc2)cc1 (stereo not drawn) | 0.1 | -0.4 | -19.4 | -15.2 | -0.4 | 16.5 | 7.8 | -0.2 | 0.3
COc1cc2c(cc1OC)[C@H](C)N(C(=O)NCc1ccccc1)CC2 | -0.8 | 0.1 | -9.5 | -4.2 | 0.1 | -10.2 | 9.9 | -0.8 | -3.4
O=C(CN1C(=O)C2CCCCC2C1=O)Nc1nccs1 (stereo not drawn) | 0.8 | -1.0 | 9.9 | 12.1 | -3.5 | -3.8 | 9.6 | -1.2 | -6.0
CC(C)N1CCCC(C)(C(=O)Nc2cccc(Oc3ccccc3)c2)C1 (stereo not drawn) | 1.0 | 4.8 | 5.1 | 4.5 | -3.7 | -0.1 | 4.1 | -0.1 | -3.7
C(=N\Nc1nc(N2CCCC2)nc(N2CCCC2)n1)/c1ccncc1 | 0.7 | 4.6 | 4.7 | -4.2 | -0.8 | -2.9 | 0.6 | 0.1 | 0.0
CCCc1cc(=O)oc2c(C)c(OCC(=O)NCCN3CCOCC3)ccc12 | 1.5 | -1.4 | 5.5 | -8.1 | -0.4 | -4.5 | 7.1 | -0.7 | -3.0
COC(=O)C1(C(C[N+](=O)[O-])c2ccco2)C(=O)NCC1c1ccccc1 (stereo not drawn) | 0.8 | -0.5 | -5.1 | -3.4 | 5.8 | -3.8 | 0.3 | -0.6 | -3.0
Cc1ccc(-n2cc(-c3ccccc3)c3c(NN4CCOCC4)ncnc32)cc1 | -0.6 | -0.6 | 2.3 | 6.0 | 2.0 | 3.5 | 4.5 | -0.4 | -1.3
CC(C)OC(=O)c1nnc(Cc2ccc(F)cc2)o1 | 0.3 | 0.6 | 3.6 | -4.2 | -3.6 | -2.8 | -3.7 | 0.0 | -2.9
Cc1ccc(-n2ncc3c(SCC(N)=O)ncnc32)cc1C | -0.6 | 4.5 | 6.5 | -10.7 | 0.7 | -2.5 | -6.8 | -0.5 | -2.8
COc1ccccc1C(=O)NCCCNC(=O)c1cnccn1 | 0.8 | 0.8 | 17.1 | 9.1 | 4.0 | -2.5 | 6.7 | -0.8 | -7.8
CCCNS(=O)(=O)c1ccc(N2CCCC2=O)c([N+](=O)[O-])c1 | 1.5 | 8.5 | 5.8 | 4.0 | -9.3 | -16.7 | -2.1 | 0.3 | -1.8
O=C(Cc1ccc(Br)cc1)Nc1ccc2[nH]ncc2c1 | -1.3 | -3.6 | -4.9 | -3.8 | 5.2 | -2.8 | 13.4 | -0.8 | -1.7
CCOC(=O)c1cc(/C(C)=N/OC(=O)c2ccc(C(C)(C)C)cc2)on1 | 1.0 | -3.7 | 0.7 | 2.2 | 2.7 | 0.3 | -7.0 | -0.8 | -7.6
O=C(NCCN=C1NS(=O)(=O)c2ccccc21)c1ccc2nccnc2c1 | -0.1 | -6.8 | -3.2 | 8.5 | 2.4 | -15.1 | 5.3 | -0.9 | -13.5
CCN1CCN(C(c2cccs2)C(C)NS(=O)(=O)c2ccc(C)cc2)CC1 (stereo not drawn) | -1.0 | -4.6 | -14.4 | 18.1 | -1.7 | -3.3 | 11.2 | -0.4 | -1.1
O=C(Cc1ccccn1)c1ccc(O)cc1O | 4.9* | -2.8 | -2.4 | 7.9 | -7.0 | -3.4 | -11.8 | -0.4 | -11.6
Cn1ccc2c(-c3ccc4[nH]ccc4c3)cc3c(c21)C1CCC3O1 (stereo not drawn) | 0.7 | -1.2 | -5.1 | -5.7 | -6.7 | 8.8 | 12.7 | 0.2 | -4.6
Cn1c(=O)[nH]c(=O)c2c1nc(CN1CCN(c3cccc(Cl)c3)CC1)n2Cc1ccccc1Cl | 0.4 | -0.4 | -7.2 | -17.4 | 4.1 | 23.9 | 10.9 | 0.1 | -1.6
NCCCCNCCCN | -1.6 | -0.4 | -12.1 | 6.2 | -8.5 | -3.6 | -3.3 | -0.7 | 0.1
O=C(CNc1cc(S(=O)(=O)N2CCOCC2)ccc1N1CCCC1)Nc1ccc(Cl)cc1 | 1.4 | -1.4 | -10.2 | 4.1 | -4.6 | 16.2 | 4.6 | 47.9* | 2.7
O=C(OC1CCCCC1=O)c1cc(=O)c2ccccc2o1 (stereo not drawn) | -0.5 | 2.7 | 4.3 | 0.5 | -3.2 | -5.3 | 2.4 | -0.1 | -1.5
N/C(=N\OC(=O)CCC(=O)O)c1ncc(C(F)(F)F)cc1Cl | 1.8 | -0.2 | 19.2 | 6.9 | 3.1 | -5.3 | -3.0 | -0.2 | -4.2
Cc1nn(CCC#N)c(N)c1C1(O)C(=O)Nc2c(Cl)cc(Cl)cc21 (stereo not drawn) | 1.9 | -2.8 | 1.2 | -0.4 | 0.7 | -4.8 | -3.7 | 0.0 | -0.6
O=C1NC[C@@H](CCCCN2C[C@H](Cc3ccccc3)N(CC3CCCCC3)C(=O)C2=O)N(CCc2ccc(O)cc2)C1=O | 1.5 | 2.3 | 2.2 | . | 4.2 | -5.2 | 2.9 | -0.2 | 0.6
COc1cccc(C=Nc2ccccc2C(=O)Nc2nccs2)c1OC | 1.8 | -4.3 | 4.2 | 2.3 | -6.1 | 13.1 | -3.8 | -1.8 | -6.3
O=C(O)CCNC(=O)/C(=C/c1ccco1)NC(=O)c1ccco1 | 0.2 | -1.1 | -7.1 | 20.8 | -3.0 | -5.8 | -0.6 | -0.8 | -0.9
CC(NC(=O)CCCCCCN1C(=O)c2ccccc2C1=O)c1ccc2c(c1)CCCC2 (stereo not drawn) | 1.1 | -1.5 | 12.0 | -15.1 | 1.7 | 31.1 | 3.7 | 0.7 | -0.8
COc1ccccc1Nc1ncnc2ccc(C)cc12 | 1.0 | -1.6 | 14.9 | -0.8 | -4.0 | -6.2 | 0.2 | -0.3 | 2.2
CC1Cc2ccccc2N1C(=O)COc1cccc(-n2cnnn2)c1 (stereo not drawn) | 0.4 | 0.9 | -4.7 | -9.6 | -8.5 | 5.6 | -16.1 | 0.1 | -4.6
COC(=O)CCC(=O)NS(=O)(=O)c1ccc(N=NN2CCOCC2)cc1 | 4.4 | 2.0 | -45.0 | -7.3 | -2.8 | -5.1 | 9.7 | 0.5 | -4.0
O=C1NC(c2ccccc2)(C(F)(F)F)SC2=NCCCN12 (stereo not drawn) | 1.6 | -6.1 | -3.7 | 10.2 | 6.9 | -9.9 | 6.3 | 0.2 | -1.3
CCCOc1ccc(/C=N/NC(=O)c2c(-c3ccccc3)noc2C)cc1OC | 1.1 | 1.0 | 6.7 | 1.2 | -7.1 | 7.4 | 9.3 | -0.3 | -2.5
COc1c(Cl)cc(Cl)cc1CNCCO | -0.7 | 6.2 | 1.8 | -3.7 | 1.9 | -12.7 | 5.6 | -1.1 | -9.2
COC(=O)Cn1cc(C(=O)OC)cc(Br)c1=O | -0.5 | 0.3 | -8.9 | -5.0 | 2.4 | -4.8 | -2.4 | -0.8 | 0.4
Cc1ccc(S(=O)(=O)N2CCN(C)CC2)cc1C | -1.2 | -0.2 | -9.4 | 2.0 | 0.6 | -3.4 | 10.0 | 0.0 | -1.7
COc1cc(NC(=S)N2CCN(C/C=C/c3ccccc3)CC2)cc(OC)c1 | 1.7 | 0.9 | -7.8 | -112.0 | -14.1 | 2.4 | -9.2 | -0.9 | -7.7
CC(C)N1CCN(c2ccncc2S(=O)(=O)N2CCN(C)CC2)CC1 | 0.0 | -1.1 | -6.4 | 7.8 | 3.5 | -5.6 | 18.5 | -0.2 | -1.3
C/C(=N\OCC(=O)OCC(=O)N(C)c1ccccc1)c1ccc2c(c1)OCO2 | -0.8 | 0.3 | -11.0 | 3.8 | 4.9 | 5.6 | 8.4 | 0.5 | -2.6
O=C(NCC1CCCO1)c1ccc2c(c1)ncn2-c1cccc(F)c1 (stereo not drawn) | -0.6 | 2.5 | 6.9 | -6.5 | -5.8 | -3.0 | 17.8 | -0.2 | -3.0

Reformatted as comma-separated lines: part of the list above
molecule,MsrA inh,MT1-MMP act inh,CendR NRP1 mod,MLLE-PAM2 inh,eLon inh,FAS TE block,SKN-1 block,Tb MetRS inh,MsrA act
CC(C)N1CCN(c2ccncc2S(=O)(=O)N2CCN(C)CC2)CC1,0.0,-1.1,-6.4,7.8,3.5,-5.6,18.5,-0.2,-1.3
C/C(=N\OCC(=O)OCC(=O)N(C)c1ccccc1)c1ccc2c(c1)OCO2,-0.8,0.3,-11.0,3.8,4.9,5.6,8.4,0.5,-2.6
